# UBC13 polyUb: UBC13 polyubiquitin chain formation inhibitors, primary screen, biochemical, TR-FRET, uHTS. Ubiquitin-conjugating enzyme E2 N (Homo sapiens), P61088. inhibition, % at 20 µM. hit rate 0.47% among 330,000; in the data active = inhibition above about 45%, passing the limit was not always enough
# Target sequence (P61088 whole entry, looked up): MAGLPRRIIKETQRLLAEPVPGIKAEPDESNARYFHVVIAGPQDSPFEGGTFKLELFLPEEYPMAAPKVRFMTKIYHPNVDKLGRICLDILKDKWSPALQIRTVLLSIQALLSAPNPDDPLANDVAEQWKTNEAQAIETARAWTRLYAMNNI
# CXCR6 block: CXCR6 receptor inhibitors, primary screen, cell-based, beta-arrestin, luminescence, CHO-K1 PathHunter, 1536-well; C-X-C chemokine receptor type 6 (Homo sapiens), O00574; AID 602244, 2012; inhibition, % at 20 µM; hit rate 0.36% among 360,000; in the data active = inhibition above about 34%, passing the limit was not always enough;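 note: antagonist mode with CXCL16 agonist at 10 nM final; 0% = 10 nM CXCL16 with DMSO and 100% = unstimulated wells without agonist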
# APJ agonist: agonists of human apelin receptor APJ, primary screen, CHO-K1 cells, PathHunter beta-arrestin, luminescence; activation, % at 20 µM; 0% DMSO wells, 100% apelin; hit rate 0.11% among 330,000; AID 2520, 2010;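 active = activation more than six SD over the plate average, tested at 20 µM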;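 note: 0% = DMSO alone and 100% = apelin-13 at 10 nM; some results filed as inactive read as strong as hits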
# Target sequence (P35414 whole entry, looked up): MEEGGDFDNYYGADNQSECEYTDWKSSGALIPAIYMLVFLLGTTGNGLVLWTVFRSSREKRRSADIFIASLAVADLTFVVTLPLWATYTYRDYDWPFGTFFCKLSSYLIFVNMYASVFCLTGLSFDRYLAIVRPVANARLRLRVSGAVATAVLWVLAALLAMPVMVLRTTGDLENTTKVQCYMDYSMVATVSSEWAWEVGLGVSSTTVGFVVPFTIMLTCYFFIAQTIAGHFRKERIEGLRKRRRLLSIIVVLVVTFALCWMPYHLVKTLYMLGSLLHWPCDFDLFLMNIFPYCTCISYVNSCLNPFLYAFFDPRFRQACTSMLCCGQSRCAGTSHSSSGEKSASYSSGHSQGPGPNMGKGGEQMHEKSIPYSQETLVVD
#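 Incubation: overnight seeding, 90 min compound at 25 °C, 1 h detection; test system: PathHunter CHO-K1 APJ (AGTRL-1) beta-arrestin reporter cells; amount: 1000 cells/well; doses: one dose, 20 µM compound, 1% DMSO; measured by: beta-gal luminescence; measure: agonist-driven arrestin binding to APJ; benchmarks: negative DMSO alone, positive Apelin-13 at 10 nM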
# CCR6 antagonist: CCR6 receptor antagonists, primary screen, cell-based, CHO-K1, luminescence, beta-arrestin, uHTS; CHO-K1 CCR6 PathHunter beta-arrestin, CCL20-stimulated; AID 493098, 2011; inhibition, % at 20 µM; C-C chemokine receptor type 6 (Homo sapiens), P51684; hit rate 0.49% among 340,000;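 active = compounds whose inhibition of the agonist-driven luminescence signal at 20 µM reaches about 50%, limit read from the data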;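 note: cells stimulated with CCL20 at 14 nM final; plate controls were DMSO with CCL20 for no effect and DMSO without agonist for full effect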
# EBI2 antag: EBI2 receptor antagonists, beta-arrestin recruitment, primary screen, cell-based, luminescence, 7a,25-OHC stimulation, uHTS. 7a,25-OHC stimulated. inhibition, % at 5 µM. hit rate 0.81% among 360,000. AID 651636, 2012; in the data active = inhibition above about 38%;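 note: enzyme fragment complementation signal reports receptor beta-arrestin coupling in cells; 0% = agonist plus DMSO wells and 100% = wells without agonist; some results beyond the cut were filed as inactive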
# ATG4B inh: ATG4B protease inhibitors, primary screen, biochemical, fluorescence, uHTS | ATG4B cleavage of LC3-PLA2, NBD-HPC fluorescence, 1 h | inhibition, % at 8.33 µM | hit rate 0.51% among 340,000 | AID 504462, 2011; in the data active = inhibition above about 40%
# Target sequence (Q9Y4P1 whole entry, looked up): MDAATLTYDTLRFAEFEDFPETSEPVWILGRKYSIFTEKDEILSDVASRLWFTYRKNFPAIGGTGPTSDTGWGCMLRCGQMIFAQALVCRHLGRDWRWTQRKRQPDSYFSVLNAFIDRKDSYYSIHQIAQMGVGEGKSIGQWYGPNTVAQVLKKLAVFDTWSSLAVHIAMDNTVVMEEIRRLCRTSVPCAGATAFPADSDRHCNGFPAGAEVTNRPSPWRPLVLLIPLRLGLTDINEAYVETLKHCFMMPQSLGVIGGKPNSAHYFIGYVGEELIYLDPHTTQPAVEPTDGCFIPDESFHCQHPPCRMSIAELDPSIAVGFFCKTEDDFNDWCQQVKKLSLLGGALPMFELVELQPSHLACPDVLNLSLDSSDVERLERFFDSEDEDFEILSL
# Gli-Sufu antag: Gli-Sufu pathway antagonists, primary screen, luciferase luminescence, Sufu-KO-LIGHT cells, uHTS. inhibition, % at 5 µM. hit rate 0.74% among 340,000. AID 588413, 2011. Sufu-KO-LIGHT fibroblasts, Gli luciferase reporter luminescence;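 active = inhibition above about 55%, limit read from the data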;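 note: 0% = DMSO-treated cells and 100% = wells with medium but no cells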
# APJ antagonist: antagonists of human apelin receptor APJ, primary screen, CHO-K1 cells, beta-arrestin complementation, luminescence | P35414 | inhibition, % at 20 µM | hit rate 0.32% among 330,000 | AID 2521, 2010;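 active = inhibition above about 40% at 20 µM, limit read from the data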;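 note: cells challenged with 10 nM apelin-13 agonist together with compound; plate controls were apelin-13 plus DMSO wells for no effect and DMSO wells lacking apelin-13 for full effect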
# * hit, by the source's call; . = not tested or not shown.
nr	Structure	UBC13 polyUb	CXCR6 block	APJ agonist	CCR6 antagonist	EBI2 antag	ATG4B inh	Gli-Sufu antag	APJ antagonist
1	Cc1ccc(NC(=O)CC2S/C(=N/c3nccs3)N(C)C2=O)c(C)c1 (centres undefined)	1	-6	-2	4	-3	-10	1	0
2	Cc1nn(CC(=O)OC(C)C(=O)Nc2ccccc2[N+](=O)[O-])c(C)c1[N+](=O)[O-] (centres undefined)	3	-2	2	2	-19	15	-3	2
3	Cc1sc(NC(=O)C2CCCCC2)c(C#N)c1-c1ccccc1	-6	-4	-5	0	0	-4	-24	-2
4	O=C(NCc1cccs1)C(=O)NCC(c1ccco1)N1CCN(c2ccccc2)CC1 (centres undefined)	-1	2	-2	13	21	-4	12	-9
5	CCN(Cc1ccccc1)S(=O)(=O)c1cc(C(=O)NCC2CCCCC2)ccc1OC	-3	6	0	22	11	20	6	-4
6	COc1ccc(Cl)cc1NC(=O)CN(C(=O)c1ccco1)C1CCCCC1	-7	11	-2	31	13	-5	9	3
7	CCN(CC)CCN(Cc1cc2ccc(C)cc2[nH]c1=O)C(=O)NC1CCCCC1	0	-6	-5	10	3	-2	21	9
8	CCc1ccc(C2C(C#N)=C(N)OC3=C2C(=O)CCC3)s1 (centres undefined)	-8	-4	2	4	-4	-7	0	1
9	NC(=O)C1Cc2ccccc2CN1S(=O)(=O)c1cccs1 (centres undefined)	-9	0	0	-3	-13	33	5	18
10	O=C1CCN(S(=O)(=O)c2ccccc2)CCN1CCOCc1ccccc1	4	6	-5	8	-8	5	2	-2
11	CCC/C(C#CCCN1C(=O)c2ccccc2C1=O)=C1/c2ccccc2C(=O)N1c1ccccc1	-3	8	-3	16	-23	9	12	9
12	Cc1cccn2c(CN(C)CC3CCCCO3)c(C(=O)N3CCCCC3)nc12 (centres undefined)	-4	-5	-2	6	1	0	11	3
13	CCCc1cc(C(=O)Nc2cc(Br)ccc2O)no1	-8	0	12	7	1	-14	8	-19
14	CCN(CC)S(=O)(=O)c1ccc(OC)c(NC(=O)c2ccc([N+](=O)[O-])cc2)c1	-2	-4	-1	-8	-4	-12	-4	-85
15	COc1ccc(OCCSc2nc3ccccc3n2CC(=O)O)cc1	0	-2	-5	11	1	-2	-1	16
16	COCCN(CC(=O)Nc1ccc(F)cc1)S(=O)(=O)c1ccc(S(=O)(=O)N2CCCC2)cc1	2	-7	2	-1	-3	-2	-2	-1
17	COc1c(Br)cc(/C=N/n2c(-c3ccccc3)n[nH]c2=S)c(O)c1Br	-23	13	-1	20	-3	17	8	-2
18	COc1ccc(CNc2ncnc3cc(OC)c(OC)cc23)cc1OC	6	-2	-2	9	-8	0	14	4
19	O=c1ccc(-c2ccc(S(=O)(=O)N3CCN(c4cccc(Cl)c4)CC3)o2)n[nH]1	-5	-2	-7	16	-7	3	-15	12
20	c1coc(-c2nnc3sc(-c4cccs4)nn23)c1	-11	5	-2	-1	-6	5	-18	-1
21	O=C(Nc1ccccc1)N(C1=NCCC1)c1ccccc1	9	-2	1	11	-10	-2	-7	13
22	O=C(CCCn1cncn1)N1CCCC(N2CCN(c3ccc(F)cc3)CC2)C1 (centres undefined)	6	2	-7	8	-1	0	-6	2
23	CCOCCCNC(=O)C1CCN(S(=O)(=O)N2CCCC2)CC1	6	-4	-4	-5	2	0	-10	-8
24	Cc1ccc(C(=O)CC(=O)c2ccc(C(C)(C)C)cc2)cc1	2	-6	-3	22	16	3	-5	-2
25	COc1ccc(CNCC(=O)Nc2sccc2C#N)cc1	-5	.	-1	6	.	6	-18	0
26	CCOC(=O)N1CCN(C(=O)C(CC(C)C)NC(=O)C2CCCCC2)CC1 (centres undefined)	-6	-4	-2	-2	-15	-18	6	14
27	CCC(C)(C)NC(=O)CN(C(=O)CNS(=O)(=O)c1ccc(C)cc1)c1ccc2c(c1)OCCO2	-10	-11	-1	10	8	-8	3	-5
28	COc1cccc(NC(=O)CN(C)C(=O)c2ccc3ccccc3c2)c1	-3	6	-3	17	13	-17	1	-6
29	OCCOCCN1CCN(C(=S)Nc2ccccc2)CC1	-6	6	-1	3	-8	-5	-5	-11
30	O=S(=O)(Nc1cc(C(F)(F)F)ccc1N1CCOCC1)c1ccccc1	-2	0	-3	-12	-5	-6	-5	-4
31	CCC/C(=N\NC(=O)c1ccc(CSc2nncn2C)cc1)c1ccccc1	-2	6	-3	3	0	16	-2	-32
32	CC(NCC(=O)Nc1ccccc1C(=O)NC1CC1)c1ccc(F)cc1F (centres undefined)	1	4	-3	-5	-9	-3	0	17
33	COc1cc2c(cc1NCc1ccc3c(c1)OCO3)oc1ccccc12	-4	0	4	11	10	0	-4	17
34	CSc1ccc(S(=O)(=O)NCC(=O)OCC(=O)NCCc2ccccc2)cc1[N+](=O)[O-]	2	-5	-5	-1	5	-1	-5	1
35	Cc1cccc(C(=O)Nc2c3c(nn2C(C)(C)C)CS(=O)(=O)C3)c1	-9	2	-3	0	-21	0	6	1
36	CCN(Cc1ccccc1)CC(O)COC(c1ccc(OC)cc1)c1ccc(OC)cc1 (centres undefined)	18	11	-2	16	-4	3	3	6
37	COc1ccc(C2(CNC(=O)c3ccc(N)cc3)CCCC2)cc1	-2	15	-1	20	-1	-11	3	-7
38	COc1cc(-c2nccc3cc4c(cc23)OCO4)cc(OC)c1OC	.	1	.	10	-1	2	-7	.
39	COc1ccc(S(=O)(=O)N(CC(=O)N/N=C/c2ccc(C(=O)O)cc2)Cc2ccccc2)cc1OC	-4	3	2	16	-6	7	2	-19
40	C/C(CC(=O)Nc1ccc(N(C)C)cc1)=N\NC(=O)c1ccc(F)cc1	-5	-7	0	6	-9	-5	.	12
41	COC(=O)c1ccc(NC(=O)c2ccc(NC(=O)c3ccco3)cc2)cc1	-2	4	0	-8	12	-6	7	-5
42	CCC(C)NS(=O)(=O)c1ccc(NS(=O)(=O)c2ccccc2[N+](=O)[O-])cc1 (centres undefined)	1	0	0	-3	3	3	-4	26
43	COc1ccc(NS(=O)(=O)c2cccc(-c3nnc4n3CCCCC4)c2)cc1	5	11	-1	6	12	-17	0	-5
44	COc1ccc(-c2cc(=O)oc3cc(OC(=O)C4CCCCC4)c(Cl)cc23)cc1	8	-4	0	-4	-3	1	.	-16
45	Cc1ccc(NC(=O)c2cnccn2)nc1	-3	0	0	2	8	-5	-54	9
46	CN1CC(c2ccccc2)Oc2ccccc2C1=S (centres undefined)	2	10	2	17	-11	15	0	13
47	CCOC(=O)C1CCCN(S(=O)(=O)NC[C@H]2O[C@@H](n3cnc4c(N)ncnc43)[C@H](O)[C@@H]2O)C1 (some centres undefined)	13	-4	-6	1	-6	5	3	-16
48	CCC1CCCCN1C(=O)CCNS(=O)(=O)c1ccc2c(c1)oc(=O)n2C (centres undefined)	-14	-6	-3	7	-6	6	-7	24
49	CC(=O)Oc1ccc(C(=O)Nc2ccc3c(c2)OCCO3)cc1	-4	-10	-2	2	2	-6	-97	-21
50	CCOC(=O)C1=C(c2ccccc2)N=C2SCC(=O)N2C1c1ccc2c(c1)OCO2 (centres undefined)	10	12	-3	10	-1	-3	3	26
51	O=C(NCc1n[nH]c(=S)n1-c1ccc(F)cc1)c1ccc(S(=O)(=O)N2CCOCC2)cc1	-6	1	-3	2	0	-18	-8	8
52	COc1ccc2sc(N(CCCN(C)C)C(=O)c3ccc(C(=O)c4ccccc4)cc3)nc2c1	18	17	-7	21	-1	15	18	18
53	COC(=O)C(CC(=O)c1ccc(Cl)cc1)c1ccc(C)cc1 (centres undefined)	-6	-3	-6	36	7	16	-15	-9
54	Cc1cc(Oc2ccc(=O)n(C)n2)nc(SCc2ccccc2)n1	-2	0	-4	2	-9	-6	1	-21
55	CCCc1cc(=O)oc2cc(OCC(=O)NCCc3ccc(S(N)(=O)=O)cc3)ccc12	0	1	4	-1	-3	-12	.	5
56	COC(=O)C1=C(C)N(c2ccccc2)/C(=C/c2ccco2)C1=O	-6	4	-5	12	-23	11	6	19
57	Cc1cccc(S(=O)(=O)N2CCn3cccc3C2C)c1 (centres undefined)	-3	4	-3	-2	-9	-6	0	-2
58	O=C(CN1C(=O)S/C(=C\c2ccc(C(=O)O)cc2)C1=O)Nc1ccccc1	-11	2	-2	16	-5	4	-1	17
59	CC(Oc1ccc(Cl)cc1Cl)C(=O)NCc1ccncc1 (centres undefined)	-12	2	1	17	-7	-4	5	6
60	Cc1ccc(NC(=O)CCC(=O)NNC(=O)c2cccs2)cc1C	.	1	.	-2	-5	-5	-22	.

# Complete entries, quoted from the list.
# CCOC(=O)C1CCCN(S(=O)(=O)NC[C@H]2O[C@@H](n3cnc4c(N)ncnc43)[C@H](O)[C@@H]2O)C1 (some centres undefined) across the screens: UBC13 polyUb = 13; CXCR6 block = -4; APJ agonist = -6; CCR6 antagonist = 1; EBI2 antag = -6; ATG4B inh = 5; Gli-Sufu antag = 3; APJ antagonist = -16
# COc1ccc2sc(N(CCCN(C)C)C(=O)c3ccc(C(=O)c4ccccc4)cc3)nc2c1 across the screens: UBC13 polyUb = 18; CXCR6 block = 17; APJ agonist = -7; CCR6 antagonist = 21; EBI2 antag = -1; ATG4B inh = 15; Gli-Sufu antag = 18; APJ antagonist = 18

# The listing continues:
nr	Structure	UBC13 polyUb	CXCR6 block	APJ agonist	CCR6 antagonist	EBI2 antag	ATG4B inh	Gli-Sufu antag	APJ antagonist
61	CCCCS(=O)(=O)N1CCCC(C(=O)Oc2ccc(Cl)cc2)C1 (centres undefined)	2	7	1	25	-6	3	12	-28
62	O=C1CCCN1C(=O)COc1ccccc1[N+](=O)[O-]	-10	-1	-5	-2	-5	11	-12	5
63	CCCCCCn1nc(C(=O)Nc2nc3c(s2)CCCC3)c2ccccc2c1=O	0	8	0	12	12	-5	18	-8
64	O=C(Nc1cccc([N+](=O)[O-])c1)Nc1ccc2c(c1)CCC2	1	0	9	25	16	9	-35	-28
65	CCn1c(=O)c(C(=O)Nc2ccc(C)cc2C)c(O)c2ccccc21	15	-8	0	-21	9	2	-44	-11
66	O=C(Nc1cccc(Cl)c1Cl)C1CC(=O)N(c2ccc(Br)cc2)C1 (centres undefined)	2	-4	4	0	33	-8	-8	7
67	CSCC(O)Cn1[nH]c(=O)c2cc(Cl)c(Cl)cc2c1=O (centres undefined)	3	7	-1	6	6	-3	4	-5
68	COc1ccc(S(=O)(=O)N2CCN(C(C)C(=O)Nc3ccc(C(C)C)cc3)CC2)cc1 (centres undefined)	2	-10	-4	-5	17	-1	-2	-19
69	O=C(COc1ccc(Cl)cc1)N1CCN(C(=O)c2cccs2)CC1	5	10	-1	9	80*	-4	-3	-7
70	COc1ccc(CN2CCc3cc(OC)c(OC)cc3C2)cc1O	-5	-5	-1	4	-1	-4	3	-62
71	CN(CCNC(=O)CCCOc1cc(=O)n(C)c2ccccc12)Cc1ccccc1	51*	-2	-3	7	-2	-15	1	12
72	CCOC(=O)CSc1nc2ccccc2n2cnnc12	-1	3	-5	5	-5	7	-1	7
73	Cc1cc(C)c2nc(NNC(=O)c3ccc(S(=O)(=O)N4CCCCC4)cc3)sc2c1	-59	-5	3	8	-2	-8	-3	4
74	Cc1ccc(SCC(=O)OCC(=O)NCCc2ccccc2)cc1C	8	-7	-2	9	9	7	8	-5
75	COc1cc(C2NC(=O)NC(c3ccccc3)=C2C(C)=O)c(Cl)cc1OCC(=O)O (centres undefined)	-5	-1	-4	-9	-12	-3	3	-4
76	CC[C@]12c3[nH]c4ccc(OC)cc4c3CCN1C(=O)C(CC(=O)NCCc1ccccn1)C[C@@H]2C(=O)N1CCN(C(=O)C2CC2)CC1 (some centres undefined)	.	4	.	10	2	.	23	.
77	O=C(CSc1ccc(-c2ccc(F)cc2)nn1)N1CCOCC1	-16	-10	0	-3	-3	2	-12	-3

# Source: PubChem
